CSN inh: inhibitors of CSN-mediated cullin deneddylation, primary screen, biochemical, fluorescence polarization, uHTS; COP9 signalosome complex subunit 5 (Homo sapiens), Q92905; Purified CSN, SCF-Nedd8-OG deneddylation; inhibition, % at 12.5 µM; 360,000 compounds, 0.38% hits;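 active = pattern-corrected inhibition above about 35%, with an unprinted fluorescence ratio check between 0.5 and 1.5, limit read from the data, passing the limit was not always enough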;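 also: 0% = enzyme with substrate and 100% = substrate without enzyme; some results filed as inactive read as strong as hits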
Target sequence (Q92905 whole entry, looked up, one chain of several): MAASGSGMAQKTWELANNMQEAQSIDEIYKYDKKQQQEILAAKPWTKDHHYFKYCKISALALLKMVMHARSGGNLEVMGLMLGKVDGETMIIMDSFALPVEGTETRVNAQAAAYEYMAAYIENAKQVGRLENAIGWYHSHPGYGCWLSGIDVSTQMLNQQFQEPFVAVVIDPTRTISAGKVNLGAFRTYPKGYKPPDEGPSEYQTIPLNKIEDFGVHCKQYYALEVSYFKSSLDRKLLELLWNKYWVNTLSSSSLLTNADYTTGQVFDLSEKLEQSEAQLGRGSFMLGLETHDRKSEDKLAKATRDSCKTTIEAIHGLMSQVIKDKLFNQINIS
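Assay system: purified human Csn5 enzyme expressed in HEK293T cells; measure: % inhibition; also added: SCFSkp2-Nedd8OG substrate at 10 nM final; technique: fluorescence polarization; times: reaction 90 min, room temperature; medium: Tris buffer pH 7.5, NaCl, DTT, Tween-20, trehalose, ovalbumin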
Scp1 inh: Scp-1 phosphatase inhibitors, primary screen, biochemical, colorimetric, uHTS | Carboxy-terminal domain RNA polymerase II polypeptide A small phosphatase 1 (Homo … | Recombinant Scp1, phosphopeptide, malachite green phosphate absorbance | inhibition, % at 20 µM | 340,000 compounds, 0.88% hits | AID 493091, 2011;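 active = inhibition above about 50% at 20 µM, limit read from the data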;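 also: plate controls were DMSO wells with enzyme for no effect and wells lacking enzyme for full effect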
Target sequence (Q9GZU7 76-261 limits assumed): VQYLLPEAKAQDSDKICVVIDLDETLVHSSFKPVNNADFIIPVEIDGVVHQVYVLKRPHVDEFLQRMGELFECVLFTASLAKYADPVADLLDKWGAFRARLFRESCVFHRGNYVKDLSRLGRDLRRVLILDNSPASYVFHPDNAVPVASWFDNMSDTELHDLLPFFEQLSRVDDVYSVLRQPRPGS
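Assay system: SCP-1 catalytic fragment, aa 76-261 | Buffer or medium: Tris acetate buffer pH 5.5 with MgCl2 and Tween-20 | Compound: One concentration, 20 µM, with 1.0% DMSO | Also added: Phospho 17-mer peptide substrate | Signal: Absorbance at 630 nm | Incubation: 45 min enzyme reaction at room temperature | Measure: % inhibition of SCP-1 phosphate liberation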
TbMetRS inhib: T. brucei MetRS inhibitors, primary screen, biochemical, luminescence; 360,000 compounds, 0.4% hits; inhibition, % at 11.9 µM; purified T. brucei MetRS, ATP depletion, Kinase-Glo luminescence; methionyl-tRNA synthetase (Trypanosoma brucei brucei);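 active = inhibition above a per-plate cutoff of the control wells' mean inhibition plus 3 SD, cut at about 5.5% in these data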;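 also: 0% = DMSO wells median and 100% = median of wells with control inhibitor compound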
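Test system – parasite MetRS enzyme · Reagent – substrates ATP, L-methionine and bulk Escherichia coli tRNA · Doses – 11.9 µM compound single dose, 0.9% DMSO · Times – 15 min enzyme-compound preincubation, 2 h reaction, 10 min detection, 25 °C · Signal – Kinase-Glo luminescence, ATP depletion format · Controls – DMSO-only wells as low control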
Rpn11 inh: Rpn11 (PSMD14) deubiquitinase inhibitors, primary screen, biochemical, fluorescence polarization, uHTS; 26S proteasome non-ATPase regulatory subunit 14 (Homo sapiens), O00487; human 26S proteasome, Ub4-pepOG fluorescence polarization; 20S core pre-blocked with epoxomicin; calls only at 20 µM; 360,000 compounds, 0.59% hits; AID 588493, 2011;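 active = inhibition at 20 µM, scaled to each plate's controls, above about 33%, limit read from the data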
MsrA inh: bovine MsrA enzyme inhibitors, primary screen, biochemical, absorbance, HTS; inhibition, % at 15.5 µM; AID 651718, 2012; Methionine sulfoxide reductase A (Bos taurus); purified bovine MsrA, absorbance read-out; 360,000 compounds, 0.75% hits; in the data active = inhibition above about 4.5%;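 also: 0% = vehicle wells with enzyme and 100% = reference inhibitor wells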
NadD block: inhibitors of S. aureus NadD, primary screen, biochemical, colorimetric, uHTS | AID 602399, 2012 | inhibition, % at 20 µM | Nicotinate-nucleotide adenylyltransferase NadD (Staphylococcus aureus N315) | purified NadD enzyme, colorimetric absorbance read-out | 360,000 compounds, 0.78% hits; in the data active = inhibition above about 26%; also: some compounds past the cut are filed as inactive
DNMT1 inh: human DNMT1 methyltransferase inhibitors, primary screen, biochemical, molecular beacon, fluorescence, HinP1I cleavage, uHTS. 360,000 compounds, 0.83% hits. DNA (cytosine-5)-methyltransferase 1 (Homo sapiens), P26358. inhibition (reported as % activation of signal), % at 10 µM. AID 588458, 2011; in the data active = inhibition above about 50%
LMPTP block: LMPTP phosphatase inhibitors, primary screen, biochemical, fluorescence intensity, uHTS | recombinant LMPTP-A, OMFP fluorogenic substrate | Low molecular weight phosphotyrosine protein phosphatase (Homo sapiens), P24666 | 360,000 compounds, 0.22% hits | inhibition, % at 20 µM | AID 651560, 2012;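 active = compounds that cut the enzyme signal by at least half of the control window in the single-dose screen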;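 also: plate controls were DMSO wells with enzyme plus substrate for no effect and substrate without enzyme for full effect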
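Test system: LMPTP-A phosphatase enzyme; input: 0.625 nM LMPTP-A final; reagent: OMFP substrate, 400 µM final; compound dosing: 20 µM single dose, 3% DMSO; incubation: 50 min dark incubation at room temperature; measured by: endpoint fluorescence intensity from OMFP dephosphorylation; measure: % inhibition relative to no-enzyme and uninhibited control wells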
SUMO1 PPI mod: modulators of SUMO1 protein-protein interactions, primary screen, biochemical, uHTS; inhibition, % at 20 µM; AID 602429, 2012; SUMO1 binding to a labelled peptide, TR-FRET, 1 h; 360,000 compounds, 0.33% hits; Small ubiquitin-related modifier 1 (Homo sapiens), P63165; in the data active = inhibition above about 37%
STEP block: STEP phosphatase inhibitors, primary screen, biochemical, fluorescence intensity, uHTS | Tyrosine-protein phosphatase non-receptor type 5 (Homo sapiens), P54829 | recombinant STEP, OMFP fluorogenic substrate | inhibition, % at 20 µM | 360,000 compounds, 0.25% hits;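 active = inhibition at 20 µM, scaled per plate between control wells, above about 37%, limit read from the data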;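 also: 0% = DMSO with enzyme and substrate and 100% = substrate only without enzyme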
Target sequence (P54829 whole entry, looked up): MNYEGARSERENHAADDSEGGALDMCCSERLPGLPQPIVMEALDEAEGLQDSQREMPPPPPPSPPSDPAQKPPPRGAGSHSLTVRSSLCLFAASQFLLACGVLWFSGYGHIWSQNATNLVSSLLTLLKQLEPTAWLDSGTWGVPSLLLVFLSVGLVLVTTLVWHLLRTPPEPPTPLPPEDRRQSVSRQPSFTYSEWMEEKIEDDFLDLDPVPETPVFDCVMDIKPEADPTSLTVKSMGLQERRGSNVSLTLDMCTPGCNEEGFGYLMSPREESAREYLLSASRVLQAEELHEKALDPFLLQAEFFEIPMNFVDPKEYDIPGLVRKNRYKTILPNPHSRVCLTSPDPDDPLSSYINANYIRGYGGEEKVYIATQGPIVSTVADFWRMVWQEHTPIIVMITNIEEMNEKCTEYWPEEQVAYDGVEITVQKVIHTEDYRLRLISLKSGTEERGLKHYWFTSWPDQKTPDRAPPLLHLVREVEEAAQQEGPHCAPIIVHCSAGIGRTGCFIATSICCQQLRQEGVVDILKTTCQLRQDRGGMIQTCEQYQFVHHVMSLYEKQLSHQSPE
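medium = Bis-Tris buffer pH 6.0, 2.5 mM DTT, 0.005% Tween 20 | test system = STEP (striatal-enriched tyrosine phosphatase) enzyme, cell-free | measure = normalized % inhibition | compound dosing = 20 µM, 1% DMSO | also added = 25 µM OMFP | schedule = reaction 20 min, ambient temperature | measured by = fluorescence read at 480 nm ex / 540 nm em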
Active calls of the source: *; i = inactive; / = no result given.

SMILES	CSN inh	Scp1 inh	TbMetRS inhib	Rpn11 inh	MsrA inh	NadD block	DNMT1 inh	LMPTP block	SUMO1 PPI mod	STEP block
c1cncc(CSc2nnc3ccc(-c4cccs4)nn23)c1	0	-2	0.8	i	0.4	2	0	-1.4	-4	-3
COc1ccc(Cl)cc1NC(=O)CN(C)C(=O)Cn1c(=O)oc2ccccc21	0	-2	-0.6	i	0.1	-9	3	-1.0	0	-1
CCC1(CC)Cc2ccccc2-c2nc(CCl)[nH]c(=O)c21	-4	2	-1.3	i	-0.5	2	3	0.0	4	-2
O=c1/c(=C/c2ccco2)sc2nc(-c3ccccc3Br)nn12	14	16	0.0	i	1.9	4	23	2.8	18	3
CCOC(=O)Cc1c(C)nc2c(-c3cccc(Br)c3)cnn2c1C	-1	-10	-0.3	i	0.7	-7	-2	2.0	1	-2
Cc1cccc(C)c1-n1c(C)nn(Cc2ccc([N+](=O)[O-])cc2)c1=O	2	-7	-0.3	i	0.7	-1	2	-1.5	-10	-1
S=c1nc(-c2ccc(Br)cc2)[nH]c2ccccc12	0	-7	-0.6	i	-0.2	-4	4	-2.5	1	2
CCn1cc(C(=O)N2CCN(C(=O)c3ccco3)CC2)c2cc(OC)c(OC)cc2c1=O	2	-4	-0.6	i	1.0	-7	-1	-0.3	-4	2
CCCC(=O)N1CCCC1(C)C(=O)Nc1cccc(OC(C)C)c1 (stereo not drawn)	3	/	-0.3	i	-1.2	-1	1	-2.2	3	-1
CC1(C)Cc2c(C#N)c(NCCN3CCOCC3)nc(-c3ccco3)c2CO1	3	0	-0.7	i	0.3	15	4	-0.2	-23	-2
COc1ccccc1NC(=O)N1CCc2c([nH]c3ccccc23)C1C(F)(F)F (stereo not drawn)	-3	-5	0.1	i	0.8	-3	-2	1.4	1	-4
C=CCc1ccccc1OCC(O)CN(C(C)C)C(C)C (stereo not drawn)	2	-9	-0.9	i	-0.1	-7	0	-2.3	0	-14
Cc1ccc(N2CC(C(=O)OCC(=O)c3ccc([N+](=O)[O-])cc3)CC2=O)cc1 (stereo not drawn)	3	2	-1.0	i	-0.1	-4	-1	1.1	-30	-4
O[C@@H]1C[C@H](c2ccc(Cl)cc2)N(Cc2cccs2)C[C@H]1n1cc(C2CC2)nn1	-4	/	-0.9	i	1.1	-1	6	-1.3	-1	-2
Cc1cc(C)n2cc(CSC3=NCCS3)nc2n1	-5	-2	-1.1	i	1.5	-4	-2	-1.2	1	-2
CCC(=O)N1CCN(C(=O)CC)C1c1ccccc1	-2	1	-0.6	i	0.6	-6	1	-1.0	-1	-1
Cc1ccc(NC(=O)C2(C)CCN2Cc2csc3ccccc23)cc1 (stereo not drawn)	-2	/	-0.3	i	0.6	3	0	4.5	6	2
O=C(NCc1ccccc1)C1Nc2ccc(OC(F)(F)F)cc2C2C=CCC12 (stereo not drawn)	0	-2	-0.2	i	-0.3	3	-4	2.3	7	-1
Cc1ccc(NC(=O)Cn2nnc(C(=O)NCCc3ccccc3)c2N)cc1Cl	8	1	-0.5	i	1.4	9	29	30	2	4
Cc1ccc(Nc2nc(N)nc(CN3CCN(c4ccccc4F)CC3)n2)cc1	6	-2	1.8	i	-0.5	-3	-6	0.4	3	-2
Cc1cc(C)cc(NC(=S)/C(=C(\[O-])c2ccc(Cl)cc2Cl)[n+]2ccccc2)c1	-3	-4	0.0	i	1.1	8	-2	1.6	0	0
CS(=O)(=O)N1CCN(CC2CC3C=CC2C3)CC1 (stereo not drawn)	1	-10	-1.4	i	-0.6	-1	2	-3.8	-2	0
CCOC(=O)c1cc(C(=O)OCC)c(=O)[nH]c1N1CCCCC1	3	-6	-0.5	i	7.5*	3	0	0.1	1	-6
O=C(NCc1ccco1)c1cc(S(=O)(=O)N2CCCC2)ccc1Cl	1	-5	-0.3	i	-0.8	-2	1	-1.4	-3	0
O=C(Nc1ccc(CN2CCOCC2)cc1)c1ccc(Br)cc1	2	1	0.2	i	-0.9	-3	1	-1.5	4	2

Continued:
SMILES	CSN inh	Scp1 inh	TbMetRS inhib	Rpn11 inh	MsrA inh	NadD block	DNMT1 inh	LMPTP block	SUMO1 PPI mod	STEP block
CCOc1ccc(S(=O)(=O)N(CC(=O)NCC(F)(F)F)Cc2ccco2)cc1	3	-8	-0.3	i	-1.6	-3	-8	-0.2	2	-3
COC(OC)c1ccc(C#N)c(=O)[nH]1	-2	-2	-0.8	i	1.1	-5	1	-1.8	1	-3
CCN1CCc2c(sc(NC(=O)CN3C(=O)c4ccccc4C3=O)c2C(N)=O)C1	3	-11	-0.1	i	0.4	10	-3	2.5	-1	-6
C/C(O)=C(\N=Nc1cc(C)ccc1O)C(N)=O	-10	-5	-0.1	i	2.2	0	-13	1.6	-21	-1
COc1ccc(C)cc1NC(=O)CO/N=C(\N)CC(=O)NC1CCCCC1	4	-3	-0.3	i	0.2	-2	1	-1.3	2	-2
O=C(Nc1ccccc1N1CCN(c2ccccc2)CC1)c1cccc(F)c1	-4	-14	-1.8	i	2.4	-3	6	0.8	4	3
O=C(CSc1nc(C(F)(F)F)cc(=O)[nH]1)N1CCOCC1	-1	-3	-0.5	i	-1.2	4	3	-0.4	24	-1
C/C(CC(=O)Nc1ccc(Cl)cc1)=N\NC(=O)C(=O)NCCO	-5	-2	-0.5	i	0.3	2	4	-0.5	-4	-2
COc1cc(OC)cc(C(=O)OCC(=O)c2cc(C)n(CC3CCCO3)c2C)c1 (stereo not drawn)	1	-13	-0.2	i	-0.5	-8	-4	0.6	-1	0
COC(CNC(=O)c1ccc(-n2c(=S)[nH]c3ccccc3c2=O)cc1)OC	0	-5	-0.3	i	0.8	-4	0	-1.0	-14	-2
CCC(C(=O)OCC(=O)Nc1ccccc1-c1ccccc1)c1ccccc1 (stereo not drawn)	0	-10	-0.2	i	0.8	4	0	3.1	1	-1
CN(C)S(=O)(=O)c1ccc(N2CCCC2)c(C(=O)OCC(=O)NC2CCCCC2)c1	0	-2	-0.4	i	0.9	0	-1	2.9	1	-2
CC(C)C12CN3CC(C(C)C)(CN(C1)C3c1ccc3c(c1)OCO3)C2=O (stereo not drawn)	7	0	-0.4	i	1.7	3	-4	0.3	0	-5
N#Cc1nc(-c2ccccc2)oc1NCCCn1ccnc1	0	-11	0.2	i	0.4	0	0	-4.0	-1	-2
Cc1ccc(OCC(=O)NNC(=S)NC(=O)C2CC2)c(C)c1	4	/	-0.4	i	2.9	-3	-3	2.2	7	2
C[C@H](CO)N1C[C@H](C)[C@@H](CN(C)C(=O)Nc2ccc3c(c2)OCO3)Oc2c(NC(=O)Nc3ccc(C(F)(F)F)cc3)cccc2C1=O	-7	-9	-0.1	i	0.1	-15	-9	1.8	3	-1
Cc1ccc(C)c(Nc2c([N+](=O)[O-])cc(C(=O)N3CC(=O)Nc4ccccc43)cc2[N+](=O)[O-])c1	-5	-8	0.0	i	12*	17	-3	3.4	-29	2
CC(=O)Nc1ccc2c(c1)C(=O)N(c1cccc(C)c1)C2=O	3	-6	-1.2	i	0.7	-5	8	-0.7	0	-3
COc1ccc(-c2c[n+](CC(=O)c3ccccc3)c3n2CCCCC3)cc1	-3	-19	-0.2	i	-0.5	-8	1	1.6	0	-4
CN(C(=O)c1cccc(NC(=O)Cc2ccc(NC(=O)C3CCCN(S(=O)(=O)c4cccc([N+](=O)[O-])c4)C3)cc2)c1)C1CCC1 (stereo not drawn)	-4	-23	-0.9	i	1.0	16	-11	-0.5	-14	4
Cc1ccc(/C=C/C(=O)c2c(C)nc3ccccn23)cc1	0	-6	-0.8	i	1.5	6	-2	0.3	6	-7
COc1ccc(-c2oc3ccccc3c2C(=O)Oc2ccccc2)cc1	2	-11	-0.1	i	2.2	-5	-1	3.4	0	1
CCC(C)[C@H](NC(=O)Nc1cccc(OC)c1)C(=O)OC (stereo partly drawn)	-3	-8	-0.6	i	-0.8	-4	-3	0.6	-1	-1
COc1ccc(NC(=O)C2CCOC(C)(C)C2)cc1 (stereo not drawn)	-7	-4	-0.5	i	1.6	-8	0	-0.9	0	-3
CN(C)S(=O)(=O)c1ccc(C(=O)Nc2cc(=O)n(C)c(=O)n2C)cc1	-10	-1	-1.3	i	2.0	-4	4	-3.6	-1	-2
CCOc1ccc(S(=O)(=O)Nc2ccccc2C(=O)N2CCCC2)cc1	-8	-8	1.4	i	1.0	0	18	-0.8	2	-2
N#Cc1ccc(OCC(=O)OCC(=O)NC2CC2)cc1	4	-5	-0.5	i	0.4	4	4	-1.4	-2	-4
COc1cc(Cl)ccc1OCc1cc(C(=O)N2CCN(C3CCCCC3)CC2)no1	1	/	0.0	i	1.4	-2	-3	-1.0	15	-2

Complete entries, quoted from the list. Order of screens: CSN inh, Scp1 inh, TbMetRS inhib, Rpn11 inh, MsrA inh, NadD block, DNMT1 inh, LMPTP block, SUMO1 PPI mod, STEP block
Record of COc1ccc(-c2oc3ccccc3c2C(=O)Oc2ccccc2)cc1 : 2, -11, -0.1, i, 2.2, -5, -1, 3.4, 0, 1
Record of C/C(CC(=O)Nc1ccc(Cl)cc1)=N\NC(=O)C(=O)NCCO : -5, -2, -0.5, i, 0.3, 2, 4, -0.5, -4, -2
Record of COc1ccc(C)cc1NC(=O)CO/N=C(\N)CC(=O)NC1CCCCC1 : 4, -3, -0.3, i, 0.2, -2, 1, -1.3, 2, -2

Screens from PubChem.
